TDP1 cell CPT = DT40-hTDP1 cell growth loss with CPT. chicken DT40 Tdp1-/-;hTDP1 cells + 20 nM CPT, ATP luminescence, 48 h. Potency, µM (titrated, usually from 46.2 µM), for the others: at the top dose activity change, negative = growth inhibition, actives largely listed as inhibitors. 12% of 420,000 active. AID 686979; also: nearly all actives have a fitted effect of over 55% in size
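Chicken DT40 Tdp1-/- cells complemented with human TDP1, 400 cells/well, exposed to compounds plus 20 nM camptothecin for at least 48 h at 37 C; viability read as ATP content by CellTiter-Glo luminescence.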
DT40 TDP1 no CPT = qHTS for Inhibitors of human tyrosyl-DNA phosphodiesterase 1 (TDP1): qHTS in cells in absence of CPT | 15% of 420,000 active | Potency, µM (top dose mostly 46.2 µM), inactives show at the highest dose activity change, negative = growth inhibition, actives largely listed as inhibitors | DT40 Tdp1-/- hTDP1 cells, no CPT, ATP luminescence, 48 h | AID 686978, 2013; also: nearly all actives have a fitted effect of over 55% in size
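A cellular qHTS used chicken DT40 cells lacking endogenous Tdp1 but carrying stably transfected human TDP1. Compounds were applied without camptothecin, and cell growth kinetics were judged by ATP-dependent luminescence after ≥48 hr.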
TDP1 inh = blocks human tyrosyl-DNA phosphodiesterase 1. Q9NUW8. recombinant TDP1, AlphaScreen DNA substrate cleavage. Potency, µM (titrated, usually from 130 µM), inactives show at the top dose activity change, negative = inhibition, hits mostly inhibitors. 0.28% of 350,000 active. AID 485290; also: nearly all actives have a fitted effect of over 40% in size
Target sequence (Q9NUW8 whole entry, looked up): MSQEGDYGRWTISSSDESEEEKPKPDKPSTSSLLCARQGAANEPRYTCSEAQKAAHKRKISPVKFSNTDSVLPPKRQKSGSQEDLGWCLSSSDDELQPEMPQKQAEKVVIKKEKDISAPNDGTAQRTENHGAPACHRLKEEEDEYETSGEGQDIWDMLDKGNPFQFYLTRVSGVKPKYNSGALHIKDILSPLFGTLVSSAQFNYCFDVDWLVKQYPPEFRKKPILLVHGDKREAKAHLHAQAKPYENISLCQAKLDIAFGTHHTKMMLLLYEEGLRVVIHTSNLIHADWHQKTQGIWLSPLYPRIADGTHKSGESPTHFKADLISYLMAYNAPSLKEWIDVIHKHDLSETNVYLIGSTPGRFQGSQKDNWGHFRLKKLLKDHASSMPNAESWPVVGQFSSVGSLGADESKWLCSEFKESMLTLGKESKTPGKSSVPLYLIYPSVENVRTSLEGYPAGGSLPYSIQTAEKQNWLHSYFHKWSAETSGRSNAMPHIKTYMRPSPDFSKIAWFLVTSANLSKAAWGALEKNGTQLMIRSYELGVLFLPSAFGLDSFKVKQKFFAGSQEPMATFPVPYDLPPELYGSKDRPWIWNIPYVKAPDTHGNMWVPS
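E. coli-derived human Tdp1, 1 nM final. Cpd preinc 15 min RT; substrate 15 nM final, 5 min RT; AS bead mix 10 ug/ml final, 10 min RT. Signal loss = tyrosine-FITC cleavage. No-enzyme wells = max signal.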
An asterisk follows results filed as active; ? = inconclusive; . = no result given; & = joins results of further samples; [ ] = remark or other dose. Calls follow the shape of the dose curve; as a rule, active = well fitted curve in the direction sought with a large enough effect; inconclusive = small, poorly fitted or top-dose-only effect, or another doubt; inactive = no such curve, though single readings can be large; an effect the other way counts as inactive or inconclusive. % is scaled to controls: 0 for no effect and ±100 for the full control effect; potency is read from the fitted curve at half-maximal effect.

A first look:
SMILES	TDP1 cell CPT	DT40 TDP1 no CPT	TDP1 inh
CC(=O)Nc1ccc(S(=O)(=O)NCC(=O)OCC(=O)N2CCN(c3ccccc3)CC2)cc1	-13%	-9%	4%
COc1ccc(S(=O)(=O)Cc2ccc(C(=O)N3CCN(c4ncccn4)CC3)o2)cc1	?	?	.
Fc1cccc(C2CCCCN2Cc2nc(C3CC3)no2)c1 (stereo not given)	-12%	?	5%
COC(=O)c1ccc(Oc2nc(NC(C)C)nc(SC)n2)cc1	?	?	-2%
CCOC(=O)CCn1c(=S)n(CCC(=O)OCC)c2ccccc21	-2%	-10%	-1%
O=C(COC(=O)C1CCN(S(=O)(=O)c2c(Cl)cccc2Cl)CC1)NCc1ccco1	5%	-10%	.
COc1ccc(/C=C/c2noc(-c3ccccc3O)n2)cc1	6%	?	-3%
CNC(=S)NNc1nc(N2CCOCC2)nc(N2CCOCC2)n1	-1%	6%	6%
CC(C)(C)[C@H]1COC(=O)CC/C=C\C[C@@H](CC(=O)N(CCO)Cc2ccccc2)C(=O)N1	-11%	5%	-1%
C=CCNCCCCOc1ccc(Br)cc1C	?	?	-11%
CC[C@@H]1CC2=C(C(=O)OC(C)(C)O2)[C@H](c2ccc(F)cc2)O1	0%	0%	.
COc1cc(OC)nc(NC(=O)C(C)C)n1	-9%	-1%	-2%
CN(C(=O)COC(=O)c1ccc2ccccc2n1)C1CCS(=O)(=O)C1 (stereo not given)	-4%	9%	-8%
CC(NC(=O)CCc1nnc(Cc2cccc(C(F)(F)F)c2)o1)C1CC1 (stereo not given)	-16%	?	0%
CCS(=O)(=O)c1ncc(Cl)c(C(=O)N(Cc2ccccc2)c2ccc(OC)cc2)n1	1µM*	0.65µM*	4%
Cc1no[n+]([O-])c1COc1cccc(/C=N/Nc2nncn2N)c1	?	-16%	6%
Cc1ncsc1CCOC(=O)c1ccc(N2CCOCC2)c([N+](=O)[O-])c1	-7%	17%	5%
O=C(O)C1CC=CCC1C(=O)NCc1ccc(Cl)c(Cl)c1 (stereo not given)	16%	-29%	.
O=C(c1cn(-c2ccccc2)nc1-c1ccc(Br)cc1)N1CCOCC1	-6%	-18%	1%

The listing, repeating the preview:
SMILES	TDP1 cell CPT	DT40 TDP1 no CPT	TDP1 inh
CC(=O)Nc1ccc(S(=O)(=O)NCC(=O)OCC(=O)N2CCN(c3ccccc3)CC2)cc1	-13%	-9%	4%
COc1ccc(S(=O)(=O)Cc2ccc(C(=O)N3CCN(c4ncccn4)CC3)o2)cc1	?	?	.
Fc1cccc(C2CCCCN2Cc2nc(C3CC3)no2)c1 (stereo not given)	-12%	?	5%
COC(=O)c1ccc(Oc2nc(NC(C)C)nc(SC)n2)cc1	?	?	-2%
CCOC(=O)CCn1c(=S)n(CCC(=O)OCC)c2ccccc21	-2%	-10%	-1%
O=C(COC(=O)C1CCN(S(=O)(=O)c2c(Cl)cccc2Cl)CC1)NCc1ccco1	5%	-10%	.
COc1ccc(/C=C/c2noc(-c3ccccc3O)n2)cc1	6%	?	-3%
CNC(=S)NNc1nc(N2CCOCC2)nc(N2CCOCC2)n1	-1%	6%	6%
CC(C)(C)[C@H]1COC(=O)CC/C=C\C[C@@H](CC(=O)N(CCO)Cc2ccccc2)C(=O)N1	-11%	5%	-1%
C=CCNCCCCOc1ccc(Br)cc1C	?	?	-11%
CC[C@@H]1CC2=C(C(=O)OC(C)(C)O2)[C@H](c2ccc(F)cc2)O1	0%	0%	.
COc1cc(OC)nc(NC(=O)C(C)C)n1	-9%	-1%	-2%
CN(C(=O)COC(=O)c1ccc2ccccc2n1)C1CCS(=O)(=O)C1 (stereo not given)	-4%	9%	-8%
CC(NC(=O)CCc1nnc(Cc2cccc(C(F)(F)F)c2)o1)C1CC1 (stereo not given)	-16%	?	0%
CCS(=O)(=O)c1ncc(Cl)c(C(=O)N(Cc2ccccc2)c2ccc(OC)cc2)n1	1µM*	0.65µM*	4%
Cc1no[n+]([O-])c1COc1cccc(/C=N/Nc2nncn2N)c1	?	-16%	6%
Cc1ncsc1CCOC(=O)c1ccc(N2CCOCC2)c([N+](=O)[O-])c1	-7%	17%	5%
O=C(O)C1CC=CCC1C(=O)NCc1ccc(Cl)c(Cl)c1 (stereo not given)	16%	-29%	.
O=C(c1cn(-c2ccccc2)nc1-c1ccc(Br)cc1)N1CCOCC1	-6%	-18%	1%
Cc1ccc(NC(=O)c2cnn(-c3ccccc3)c2NC(=O)c2ccco2)cc1C	-12%	-19%	3%
C=CCN1CCN(C(=O)c2cc3c(s2)CCC(CC)C3)CC1 (stereo not given)	?	16µM*	3%
O=C(Cc1ncc(C(F)(F)F)cc1Cl)NCCc1ccccn1	-24%	-24%	0%
COc1nc(-c2ccccc2)c2c(c1C#N)CC(C)(C)OC2	-9%	-21%	0%
CCN(CC(=O)Nc1ccc2c(c1)OCCO2)S(=O)(=O)c1ccc(F)cc1	-1%	-13%	10%
CCOC(=O)C1CCCN(C(=O)CCNC(=O)Cn2ccc3ccccc3c2=O)C1 (stereo not given)	-16%	-9%	.

The list continues.
SMILES	TDP1 cell CPT	DT40 TDP1 no CPT	TDP1 inh
O=C(CSc1nnc(NC(=O)C2CC2)s1)Nc1ccc2c(c1)OCCO2	-3%	?	-4%
CN1C(=S)SC(N(O)C(=O)Nc2cccc3ccccc23)C1(C)C (stereo not given)	-8%	?	4%
CSc1nc2nc(C)c(C/C=C/c3ccccc3)c(=O)n2[nH]1	2%	-13%	-2%
CC(C)CCC(C)NC(=O)C1CCN(S(=O)(=O)/C=C/c2ccccc2)CC1 (stereo not given)	2%	-15%	6%
CCc1noc(C)c1C(=O)Nc1cc(S(=O)(=O)N(CC)CC)ccc1N1CCOCC1	-2%	?	-16%[0.505 µM]
COc1ccccc1-c1nc2c(c(SCC(=O)Nc3c(C)cc(C)cc3C)n1)Cc1c(CO)cnc(C)c1O2	2%	-4%	8%
CCCCCC(=O)N1C[C@H](n2cc(COC(=O)c3ccccc3)nn2)[C@@H](O)C[C@@H]1c1ccc(C)cc1	?	?	.
O=C(c1ccc2c(c1)N(Cc1cccc(F)c1)C(=O)c1ccccc1S2)N1CCOCC1	?	?	1%
Cc1ccc(S(=O)(=O)NCC(C)NS(=O)(=O)c2ccccc2[N+](=O)[O-])cc1 (stereo not given)	-13%	1%	.
O=C(C1CCN(S(=O)(=O)c2cccc3nonc23)CC1)N1CCN(c2ccccc2)CC1	?	23µM*	3%
CSc1nc(-c2ccc(C)cc2)[nH]c1S(=O)(=O)c1ccccc1	-11%	-23%	1%
COc1ccc(C)cc1S(=O)(=O)N1CCC(C)CC1	-6%	-18%	1%
COc1ccc2c(c1)C(c1ccc(C)o1)=NNC(c1cccnc1)=N2	8%	-3%	6%
COc1cc(/C=C/CN2CCOc3ccc(C(O)c4cccnc4)cc3C2)ccc1O (stereo not given)	16%[9.04 µM]	?	.
Cc1ccc2c(CC(=O)Nc3ccc4nc(N5CCOCC5)sc4c3)coc2c1	-30%	?	.
O=C(Nc1ccc(F)c(Cl)c1)C1Cc2c(-c3ccccc3Oc3ccccc3)ccnc2O1 (stereo not given)	?	?	.
O=C(NCc1ccccn1)[C@H]1C[C@@H]1[C@H](NP(=O)(c1ccccc1)c1ccccc1)c1ccccc1	?	?	3%&9%
CS(=O)(=O)c1ccc(-c2cc(Br)sc2-c2ccc(F)cc2)cc1	-6%	?	-7%
CCOc1ccc(NC(C)C(=O)N/N=C/c2cccs2)cc1 (stereo not given)	-2%	-10%	5%
CC(C)n1nc(C(=O)NNC(=O)c2ccncc2)c2ccccc2c1=O	-6%	-20%	2%
COc1ccc2c(c1)-c1ccccc1S(=O)(=O)N2C	?	?	6%
NC(=O)c1cc2cc([N+](=O)[O-])ccc2oc1=O	-11%	-15%	5%
O=C1CCC[C@@H]2CC(N(Cc3cc4ccccc4s3)c3ccccc3)C[C@@H]3CCN1[C@H]23 (stereo not given in full)	15%	-2%	.
O=S(=O)(Nc1cccc(CCc2ccccn2)c1)c1ccc2ccccc2c1	-14%	?	0%
COC(=O)c1ccc(C(NC(=O)OCc2ccccc2)/C(C)=C/[C@@H](C)C(=O)NCc2ccc(OC)c(OC)c2)cc1 (stereo not given in full)	?	?	-4%
CCCCNC1C(CC)C(CCC)C(C#N)(C#N)C1(C#N)C#N (stereo not given)	13µM*	8.2µM*	6%
CC(=O)Nc1ccc(S(=O)(=O)N2CCC(C(=O)NCc3ccncc3)CC2)cc1	5%	-3%	2%

Record cards, as listed above:
`COc1ccc2c(c1)C(c1ccc(C)o1)=NNC(c1cccnc1)=N2` in the list: TDP1 cell CPT = 8%; DT40 TDP1 no CPT = -3%; TDP1 inh = 6%
`CCCCCC(=O)N1C[C@H](n2cc(COC(=O)c3ccccc3)nn2)[C@@H](O)C[C@@H]1c1ccc(C)cc1` in the list: TDP1 cell CPT = ?; DT40 TDP1 no CPT = ?; TDP1 inh = .

Assay outcomes as filed in PubChem.
